Screens (PubChem BioAssay)
ALOX12 inh = Primary qHTS assay for inhibitors of human arachidonate 12S-lipoxygenase (ALOX12): Round 2. Polyunsaturated fatty acid lipoxygenase ALOX12 (Homo sapiens), P18054. AID 1671190, 2021. purified 12hLO, xylenol orange hydroperoxide absorbance. 580,000 compounds, 1.1% hits. Potency, µM (doses to about 108 µM), inactives show at the top dose activity change, negative = inhibition, actives largely listed as inhibitors; active means well fitted inhibition curve with a large enough effect; inconclusive means small, poorly fitted or top-dose-only effect, or another doubt; inactive means no such curve, though single readings can be large or run the other way
Target sequence (P18054 whole entry, looked up): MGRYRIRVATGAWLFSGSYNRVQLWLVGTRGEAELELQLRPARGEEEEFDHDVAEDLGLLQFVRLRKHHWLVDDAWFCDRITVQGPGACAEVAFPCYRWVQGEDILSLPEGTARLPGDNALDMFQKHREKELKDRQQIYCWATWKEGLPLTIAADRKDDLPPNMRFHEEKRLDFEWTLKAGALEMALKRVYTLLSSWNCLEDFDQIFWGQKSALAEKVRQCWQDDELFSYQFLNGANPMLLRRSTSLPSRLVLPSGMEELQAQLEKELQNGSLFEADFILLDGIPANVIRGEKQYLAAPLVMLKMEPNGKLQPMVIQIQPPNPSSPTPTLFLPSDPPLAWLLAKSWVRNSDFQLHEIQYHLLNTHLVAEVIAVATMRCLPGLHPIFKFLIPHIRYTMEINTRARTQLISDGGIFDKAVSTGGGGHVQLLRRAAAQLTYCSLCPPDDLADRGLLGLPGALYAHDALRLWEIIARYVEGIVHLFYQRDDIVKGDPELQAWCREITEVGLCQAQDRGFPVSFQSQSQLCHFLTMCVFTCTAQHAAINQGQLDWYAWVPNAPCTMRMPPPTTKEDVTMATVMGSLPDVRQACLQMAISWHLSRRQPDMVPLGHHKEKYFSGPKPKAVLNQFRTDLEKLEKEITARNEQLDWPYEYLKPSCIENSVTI
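Purified human 12hLO (150 nM final) in 25 mM Hepes, 0.01% Triton X-100, pH 7.0 was preincubated 15 min at room temperature with compound. Then 40 uM arachidonic acid was added, 30 min. Hydroperoxide was read by Fe-XO absorbance ratio 573/405 nm.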
* = called active by the depositor; ? = inconclusive; [ ] = remark or other dose. On the % scale 0 is the no-effect control and ±100 the full control effect; potency means the concentration at half of the fitted maximal effect. This is a subset (hit frequency here may not be typical).

ALOX12 inh | structure
32% | CC(C)CCN1CCC(N2CCN(S(=O)(=O)c3ccc(F)cc3)CC2)C1=O (centres undefined)
29% | CCOCc1nc(C2CCCN2S(=O)(=O)c2cccnc2)no1 (centres undefined)
10% | CN1CCC2(CCC1=O)CN(C(=O)Cn1cccnc1=O)CCN2C (centres undefined)
-12% | Cc1cc(-c2ccnc(-n3ncc(C(=O)NC(C)(C)CO)c3C3CC3)n2)c(C)s1
18% | CCOc1ccc(C(=O)N2CCC([C@@H]3CNC[C@H]3CO)CC2)cc1OCC
3% | Cc1cccnc1-c1cccc2c1OC(CNC(=O)Cn1cncn1)C2 (centres undefined)
3% | Cc1cccnc1NC(=O)Cn1nc2c(cc1=O)CCCCC2
2% | CN1CCC(OC2CCN(C(=O)c3cccc(F)c3)CC2)CC1
60%[activator] | COC[C@@H]1[C@H](C(=O)Nc2cc(OC)ccc2OC)CCC(=O)N1C
39%[activator] | CC[C@@]1(O)CCN(c2nc(N)c3cc(OC)c(OC)cc3n2)C[C@H]1O
13% | CC(C)C1CN(C(=O)C(=O)c2ccco2)CCC(=O)N1CC1CC1 (centres undefined)
53%[activator] | CCCS(=O)(=O)N1CCC(Cc2nc(-c3cccnc3)n[nH]2)C1 (centres undefined)
16% | COCc1nc(C2CCCN(C(=O)Nc3cccc(F)c3C)C2)no1 (centres undefined)
4%[6.33 µM] | O=C1NCC2(CCN(Cc3ccc(C(F)(F)F)cc3)CC2)Oc2ccccc21
47%[activator] | O=C(c1ccnnc1)N1CC(F)(F)C[C@H]1c1nc(C2CC2)no1
? | COc1ccc(CC(=O)Nc2ccc3c(c2)CN(CCOc2ccccc2)C(=O)C(C)O3)cc1 (centres undefined)
26% | Cn1nccc1C(=O)NCCc1noc(C2CC2)n1
? | Cc1ccccc1OCCCN1CCC(C(O)(c2ccccc2)c2ccccc2)CC1
7% | COc1cc(=O)n2c(c1C(=O)N(C)Cc1nonc1C)CCN(Cc1cc(C)c(C)cc1C)CC2
? | CC(COc1cccc(C#N)c1)CN1CCC(C(O)(c2ccccc2)c2ccccc2)CC1 (centres undefined)
31%[activator] | COc1ccc(C(=O)NC2CCN(c3cnn(CC4CC4)c(=O)c3)CC2)c(OC)n1
38%[activator] | COC1CCC12CCN(C(=O)Nc1ccccc1)CC2 (centres undefined)
36%[activator] | Cc1ccc(S(=O)(=O)N2C[C@@H](F)C[C@H]2C(=O)N2CCc3ccccc3C2)c(C)c1
1%[176 µM] | O[C@@H]1C[C@@H](c2nc(-c3ccc4c(c3)OCO4)no2)N(Cc2cc3ccccc3o2)C1
45%[activator] | O=C([C@H]1C[C@H](Oc2ccccc2)CN1S(=O)(=O)Cc1ccccc1)N1CCOCC1
11% | O=C(NC1CC1)c1cc2c(=O)[nH]c(-c3ccccc3)cn2n1
54%[activator] | Cn1ccnc1CN1CCCC(CCC(=O)Nc2ccccc2F)C1 (centres undefined)
44%[activator] | COc1ccc(C(=O)N2C[C@@H](CO)[C@H](N(C)C)C2)cc1
? | CC1(C(=O)NCc2ccc(Cl)cc2)CCCCC(=O)N1 (centres undefined)
? | COc1ccc(-c2cc(C[C@H]3CNCC[C@H]3CC(=O)N3CCN(C)CC3)no2)cc1
41%[activator] | CNC(=O)[C@@H]1C[C@@H](n2cc(CNC(=O)Nc3ccc(Cl)cc3C)nn2)CN1
-16%[57.4 µM] | CC(=CC(=O)Nc1ccccc1C(=O)O)c1ccc2ccccc2c1
63%[activator][176 µM] | O=C1NC[C@@H](CCC(=O)N2CCC(O)CC2)N2C[C@@H](NCc3ccccc3)C[C@@H]12
31% | COc1ccc2ccc(OCc3nc(C(=O)N(C)Cc4cc(C)no4)co3)cc2c1
-1% | COC(=O)C1=C(C)N(C)C(=NCc2ccc(OC)cc2)NC1c1ccccc1C(F)(F)F (centres undefined)
5% | O=C(Nc1ccc(-c2nnc3n2CCCC3)cc1)c1ccc[nH]c1=O
22% | Cc1cn(CC(=O)NC(c2nnc3n2CCNCC3)C(C)C)c(=O)[nH]c1=O (centres undefined)
27% | CCn1ncc(NC(=O)Cn2ncc3cc(-c4cccc(C#N)c4)ccc32)n1
0%[176 µM] | Cc1cc(C)c(CNC(=O)c2cc(-c3ccnn3C)cc3c2OCCN3C)c(=O)[nH]1
-3% | COc1ccc(C(C(=O)O)N2CCC(C(=O)N3CCCC3)CC2)c(OC)c1 (centres undefined)
19% | O=C(c1ccoc1)N1CCC(Cc2nc(C3CCOCC3)no2)CC1
36% | O=C(NCC1CCCO1)c1noc(-c2ccccc2F)n1 (centres undefined)
-1%[6.33 µM] | Cc1cc(C(=O)N2CCC3(CN[S+](=O)([O-])c4cnccc4O3)C2)no1 (centres undefined)
7% | COc1ccc(OC)c(CNC(=O)Cc2cccn2-c2ccc(C)cc2)c1
-17% | O=C(c1ccc(C(F)(F)F)cc1)N1CCC(c2n[nH]c(=O)n2-c2ccccc2)CC1
22% | CCOc1ccccc1CN1CCN(c2ncnc3[nH]ccc23)CC1CCO (centres undefined)
56%[activator] | CC1=C[C@@H](CNCc2ccncc2)[C@H](C(C)C)C[C@H]1Cc1nnc(-c2ccc([N+](=O)[O-])cc2)o1
-6% | Cc1ccc(NC(=O)Cn2c(N3CCN(c4ccccc4)CC3)nc(C)cc2=O)c(Cl)c1
48% | CC(C)n1cc2cc(C(=O)NCc3cccnc3)sc2c1
2%[176 µM] | O=C(NC[C@H]1OC[C@@H](NC2CCC(F)(F)CC2)[C@@H]1O)C1CC1
-14% | CC(CCN1CCC(C(O)(c2ccccc2)c2ccccc2)CC1)Oc1ccc(C(F)(F)F)cc1 (centres undefined)
16% | O=C(NCC1CCCCC1)N[C@H](C1CCNCC1)C1CC(O)C1 (some centres undefined)
32%[activator] | CCNc1cc(N2CCC(CCC(=O)O)CC2)ncn1
13% | CCC1(C2CCN(Cc3cccnc3)CC2)NC(=O)N(CC2COc3ccccc3O2)C1=O (centres undefined)
-25% | COC(=O)c1c(-c2ccc(OC)cc2)c2c(c3c4cc(OC)ccc4n(C(=O)c4ccccc4)c13)C(=O)N(C)C2
32% | CCOc1ccc(C(=O)NC2CCN(c3cc(-c4ccccc4)[nH]n3)CC2)cc1

Next section:
ALOX12 inh | structure
1% | COc1cccc(CN2CCN(C(=O)c3cnc4ccccn4c3=O)CC2=O)c1
? | CN(Cc1ccccc1)C(=O)C[C@@H]1c2nc(NC(=O)c3ccc(F)cc3)sc2C[C@@H]2[C@](C)(CO)[C@H](O)CC[C@]21C
37%[activator] | CN1C(=O)[C@H]2CN(Cc3cc(F)ccc3F)C[C@H]2C1=O
17%[176 µM] | COCCOc1ncccc1-c1noc([C@@H]2CCCN2Cc2ccc(C(=O)O)cc2)n1
276%[activator] | COc1ccc(C(=O)N[C@@H]2CCC[C@@H]2C(=O)NCCCN2CCCc3ccccc32)cc1
35% | CC(=O)Nc1ccc(C2(C(=O)NCc3ccc(F)cc3)CCC2)cc1
15% | CCn1cc(-c2ccc(OC)cc2)cc1C(=O)NC(C)c1cccnc1 (centres undefined)
-17%[57.4 µM] | CCC(=O)NC[C@H](Cc1ccc(OCCc2nc(-c3ccccc3)oc2C)cc1)NC(C)=CC(=O)c1ccc(C(F)(F)F)cc1
31% | COC[C@@H]1CN(C(=O)c2cc(C)[nH]n2)C[C@H]1c1ccncc1
24% | Cc1ccccc1-n1nc(C)c(CCC(=O)NCC2CC2)c1Oc1ccccc1
-25%[176 µM] | Cc1cc(C)c(CNC(=O)c2nc(-c3cccc(O)c3)cc3c2ccn3C(C)C)c(=O)[nH]1
-18% | CC(C)CNc1cccc2c1S(=O)(=O)N(Cc1cn(Cc3ccc(F)cc3)nn1)Cc1ccccc1O2
8%[176 µM] | C#CCNC(=O)CC[C@@H]1CNC(=O)[C@@H]2C[C@H](NC(=O)c3cccc(F)c3)CN12
? | CNC(=O)N1CCC(C2CCN(C(=O)c3cccs3)C2)CC1 (centres undefined)
10% | NC1CCc2n[nH]c(=O)n2CC1 (centres undefined)
53%[activator] | CC(C)N1CCC(N2CCCC(N3CCN(c4cccc(C(F)(F)F)c4)CC3)C2)CC1 (centres undefined)
-28% | CCOC(=O)C1=CN(CC(=O)Nc2cccc(Cl)c2)S(=O)(=O)N=C1C
26% | O=C(Cn1ccc(=O)[nH]c1=O)N1CCC2(CCCN(C3CCCC3)C2=O)C1 (centres undefined)
-3% | CCn1nccc1C(=O)N1CCC2(CC1)C(OC)CN2c1ccc(C)cc1 (centres undefined)
? | CC(C)CC(=O)N1CCc2nnc([C@@H]3C[C@@H](O)CN3C)n2CC1
-9%[176 µM] | O=C1N(Cc2ccc(F)cc2)C[C@H]2CN(Cc3ccc(C(F)(F)F)cc3)CCN12
-3%[176 µM] | CC(C)NC(=O)N1CCN2C(=O)c3cc(-c4ccccc4F)ccc3NC(=O)[C@H]2C1
13% | COC[C@@H]1CN(S(=O)(=O)c2cn(C)cn2)C[C@H]1c1ccncc1
13% | CC(=O)N1CCCC2(C1)Nc1cccnc1NC2=NCc1ccccc1 (centres undefined)
-3% | COC(=O)[C@]12C[C@H](CC(=O)NCCc3ccccc3OC)C(=O)N(Cc3ccc4c(c3)OCO4)C1=C[C@H](COCc1ccccc1)O[C@@H]2C
97%[activator] | CN(C)C[C@@H]1CN(C2CCOCC2)C[C@H]1NC(=O)C1CC=CCC1 (some centres undefined)
10% | CCCCN1C(=O)C(CC(=O)N2CCCCC2)Sc2ncccc21 (centres undefined)
39% | Cc1ccc(-c2nnc(C3CN(C(=O)c4ccc(F)cc4F)CC34CCOCC4)o2)cc1 (centres undefined)
1%[6.33 µM] | O=C(NCc1ccc(Cl)nc1)c1cn2c(n1)CN(C(=O)c1ccccc1F)CC2
24% | Cc1noc(C)c1S(=O)(=O)N1[C@@H]2CC[C@H]1CC(NC(=O)c1ccc(F)cc1)C2 (some centres undefined)
53%[activator] | C1CNCC(c2nc(CCOCC3CCOCC3)no2)C1 (centres undefined)
? | CC(=O)N1CCC(Cc2ncc(C)n2C2CC2)C1 (centres undefined)

Already shown: an excerpt of the list.
ALOX12 inh | structure
53%[activator] | CC(C)N1CCC(N2CCCC(N3CCN(c4cccc(C(F)(F)F)c4)CC3)C2)CC1 (centres undefined)
-28% | CCOC(=O)C1=CN(CC(=O)Nc2cccc(Cl)c2)S(=O)(=O)N=C1C
26% | O=C(Cn1ccc(=O)[nH]c1=O)N1CCC2(CCCN(C3CCCC3)C2=O)C1 (centres undefined)
-3% | CCn1nccc1C(=O)N1CCC2(CC1)C(OC)CN2c1ccc(C)cc1 (centres undefined)
? | CC(C)CC(=O)N1CCc2nnc([C@@H]3C[C@@H](O)CN3C)n2CC1
-9%[176 µM] | O=C1N(Cc2ccc(F)cc2)C[C@H]2CN(Cc3ccc(C(F)(F)F)cc3)CCN12
-3%[176 µM] | CC(C)NC(=O)N1CCN2C(=O)c3cc(-c4ccccc4F)ccc3NC(=O)[C@H]2C1
13% | COC[C@@H]1CN(S(=O)(=O)c2cn(C)cn2)C[C@H]1c1ccncc1
13% | CC(=O)N1CCCC2(C1)Nc1cccnc1NC2=NCc1ccccc1 (centres undefined)
-3% | COC(=O)[C@]12C[C@H](CC(=O)NCCc3ccccc3OC)C(=O)N(Cc3ccc4c(c3)OCO4)C1=C[C@H](COCc1ccccc1)O[C@@H]2C
97%[activator] | CN(C)C[C@@H]1CN(C2CCOCC2)C[C@H]1NC(=O)C1CC=CCC1 (some centres undefined)
10% | CCCCN1C(=O)C(CC(=O)N2CCCCC2)Sc2ncccc21 (centres undefined)
39% | Cc1ccc(-c2nnc(C3CN(C(=O)c4ccc(F)cc4F)CC34CCOCC4)o2)cc1 (centres undefined)
1%[6.33 µM] | O=C(NCc1ccc(Cl)nc1)c1cn2c(n1)CN(C(=O)c1ccccc1F)CC2

(continued)
ALOX12 inh | structure
19% | Cc1ccccc1C(=O)N1CCC(c2n[nH]c(=O)n2-c2ccccc2)CC1
28% | Cc1noc([C@@H]2CN(C(=O)CCc3c[nH]c4ccccc34)C[C@H]2CO)n1
11% | O=C(NC1CCCC1)C1CCCN(C2CCN(Cc3ccncc3)CC2)C1 (centres undefined)
25% | COc1cccc(-c2cc(C(=O)NCCNc3nc(C)cc(=O)[nH]3)[nH]n2)c1
? | Cc1nn(-c2ccccc2)c(C)c1[C@@H]1C=C[C@@H](NCc2cccc(C#N)c2)C1
55%[activator] | CCn1ncc(N2CCCC(CC(=O)N3CCN(c4ccccn4)CC3)C2)cc1=O (centres undefined)
9% | COCCN1C(=O)[C@H]2CN(Cc3cccn3C)C[C@H]2C1=O
35%[activator] | COc1cccc(C(=O)Nc2ccc3c(c2)CN(Cc2ccccc2F)C(=O)CO3)c1
5% | CCN(CC)CCNC(=O)c1cnn(-c2ncc3c(n2)-c2ccc(OC)cc2CC3)c1C
34% | O=C(C1CC=CCC1)N1CC(c2noc(C3CCCN3CC3CC3)n2)C1 (centres undefined)
-5% | CC1(c2ccccc2)N(Cc2ccccc2C#N)C(=O)OC12CCN(C(=O)c1cccc(O)c1)CC2 (centres undefined)
? | CC(C)(C)c1nc2c3cc[nH]c(=O)c3c3cc(F)ccc3c2[nH]1
46%[activator][176 µM] | COc1ncccc1CNC[C@H]1Cn2c(-c3ccc(F)cc3)cnc2CO1
70%[activator] | O=C(Nc1ccc(Cl)cc1)N1Cc2[nH]cnc2C[C@H]1c1nc(-c2ccc3ccccc3c2)no1
-23%[57.4 µM] | O=c1[nH]nc(OCCCc2ccc(Cl)cc2)c(NCc2cccnc2)c1Br
? | Cc1cc(Br)cn2c(Cc3ccccc3C(F)(F)F)c(-c3cccc(Cl)c3)nc12
69%[activator] | CC(=O)N1CCN(C2CCOC3(CCN(S(=O)(=O)c4c(C)noc4C)CC3)C2)CC1 (centres undefined)
28% | CCC(=O)N1C[C@@H](Oc2ccccc2)C[C@H]1C(=O)N1CCOCC1
8% | CNC(=O)CCn1ncc2cc(OC3CCc4cccc(-c5cccnc5OC)c43)ccc21 (centres undefined)
-18% | Cc1ccc(-n2c(C3CCN(C(=O)Cc4ccc(Cl)cc4)CC3)n[nH]c2=O)cc1
